FUS suppressor – qHTS for Suppressors of FUS Proteinopathy: Primary screen using FUS-linked yeast assay | S. cerevisiae FUS-expressing, growth rescue, OD600, 24 h | Potency, µM (series often up to 76.6 µM), without a hit: at the top dose growth rescue (activation), usual class: activators | hit rate 0.24% among 390,000;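 note: potency is the fitted concentration of half-maximal effect; plate controls were DMSO vehicle for no effect and reference control for full effect; nearly all actives have a fitted effect of over 55% in size; some results filed as inactive show a strong effect at the top dose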
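Absorbance at 600 nm, taken 24hr after compound addition, measured rescue of FUS-yeast growth at 30C. Induction used 2% galactose with seeding at OD 0.005. Controls: CP55940 from 92uM final, DMSO only.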
aSyn yeast inh – qHTS of alpha-syn Inhibitors | Yeast expressing alpha-synuclein, growth rescue, BacTiter-Glo, 24 h | Potency, µM (series often up to 46.1 µM), for inactives: top-dose growth rescue (activation), most hits filed as activators | hit rate 0.14% among 370,000 | AID 652106, 2013; note: potency is the fitted concentration of half-maximal effect; % of control where 0% means no effect; nearly all actives have a fitted effect of over 65% in size
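Rescue of yeast growth: cells expressing toxic alpha-synuclein, induced in galactose at OD600 0.02, incubated with compound 24 h at 30 C. ATP luminescence quantified growth; inhibitors of toxicity appear as activators.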
D3 antag – qHTS of D3 Dopamine Receptor Antagonist: qHTS | D3R cells, DiscoveRx beta-arrestin luminescence, antagonist mode; active compounds read low | max response, negative = inhibition, % | hit rate 2.5% among 360,000 | D(3) dopamine receptor (Homo sapiens), P35462 | AID 652054, 2013; in the data active = max response below about -50%; inconclusive = no clear call, values can overlap the other calls; note: % is set by controls: 0 for no effect and ±100 for the full control effect; mostly tested at two doses, the higher about 12 µM
Target sequence (P35462 whole entry, looked up): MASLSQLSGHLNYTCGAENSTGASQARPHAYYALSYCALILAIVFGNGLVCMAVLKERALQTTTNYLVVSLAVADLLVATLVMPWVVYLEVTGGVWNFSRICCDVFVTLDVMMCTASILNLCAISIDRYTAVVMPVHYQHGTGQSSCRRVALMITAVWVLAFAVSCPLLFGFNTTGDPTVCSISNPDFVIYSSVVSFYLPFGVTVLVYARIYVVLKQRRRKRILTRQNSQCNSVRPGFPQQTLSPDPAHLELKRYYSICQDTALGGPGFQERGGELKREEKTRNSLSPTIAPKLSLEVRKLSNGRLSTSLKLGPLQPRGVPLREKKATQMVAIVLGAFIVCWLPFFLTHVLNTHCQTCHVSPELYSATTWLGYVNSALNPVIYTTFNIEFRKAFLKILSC
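Cells expressing the human receptor were seeded at 1500 cells/well, incubated overnight at 37 degrees C in 5% CO2, then exposed to library compounds with dopamine controls for 90 minutes at 37 degrees C before luminescent detection.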
DRD3 agonist – qHTS of D3 Dopamine Receptor Agonist: qHTS | max activation, % | D3R DiscoveRx beta-arrestin cells, luminescence, 90 min | hit rate 0.58% among 410,000; in the data active = max activation above about 30%; note: 0% is about no effect; mostly tested at two doses, the higher about 12 µM
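Agonist-mode cell screen: cells plated at 1500/well and incubated overnight at 37 °C, then exposed to library compounds for 90 min at 37 °C. Detection reagent was added for 30–60 min at room temperature, and luminescence was read.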
EPAC2 agonist – qHTS for Agonist of cAMP-regulated guanine nucleotide exchange factor 4 (EPAC2): primary screen; Rap guanine nucleotide exchange factor 4 (Homo sapiens), Q8WZA2; EPAC2 activation, biochemical qHTS; response scale: 100% = 6.5 mM cAMP response; hit rate 0.079% among 360,000; Potency, µM (highest dose often 154 µM), for inactives: at the top dose activation, actives largely listed as activators; note: potency is the fitted concentration of half-maximal effect; nearly all actives have a fitted effect of over 50% in size
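In this primary screen, activation is scored as increased exchange of BODIPY-GDP from Rap1B by 100 nM EPAC2, with 50 uM GDP as competitor. Signal is normalized to the 6.5 mM cAMP agonist control.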
EPAC2 antag – qHTS for Antagonist of cAMP-regulated guanine nucleotide exchange factor 2 (EPAC2): primary screen; Rap guanine nucleotide exchange factor 4 (Homo sapiens), Q8WZA2; EPAC2 GEF exchange of Rap1B-BODIPY-GDP, fluorescence; hit rate 0.18% among 360,000; AID 720708, 2013; Potency, µM (titrated, usually from 114 µM), without a hit: at the highest dose activity, negative = inhibition, actives largely listed as inhibitors; note: potency is the fitted concentration of half-maximal effect; % is set by controls: 0 for no effect and ±100 for the full control effect; nearly all actives have a fitted effect of over 45% in size; many of its hits are not listed in these tables
Abeta yeast res – qHTS for compounds that reverse cellular toxicity of Amyloid beta (A-beta) peptide in yeast: Primary Screen; yeast expressing A-beta42, growth rescue, OD600, 48 h; response scale: 0% DMSO, 100% iron-clioquinol control; Potency, µM (top dose mostly 46.1 µM), for the others: at the top dose growth rescue, most hits filed as activators; hit rate 0.063% among 410,000; note: potency is the fitted concentration of half-maximal effect; nearly all actives have a fitted effect of over 55% in size
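Yeast A-beta toxicity model in growth medium with pinned compounds, 48 h at 30 C; growth read as absorbance at 600 nm. Normalized to FeCl3/clioquinol equimolar mix (positive) and DMSO (negative).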
TDP-43 yeast inh – qHTS of TDP-43 Inhibitors; TDP-43 expressing yeast growth rescue, BacTiter-Glo, 24 h; Potency, µM (doses to about 46.1 µM), without a hit: at the highest dose growth rescue (activation), actives largely listed as activators; hit rate 1.8% among 410,000; note: potency is the fitted concentration of half-maximal effect; % of control where 0% means no effect; nearly all actives have a fitted effect of over 50% in size
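Cell-based yeast growth screen: TDP-43 expression induced in galactose, inoculum OD600=0.02 after raffinose pregrowth to mid-log. Read-out BacTiter-Glo luminescence at 24 hr, 30 deg C; inhibition of toxicity seen as signal increase.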
Active calls of the source: *; ? = inconclusive; · = no result given; & = joins results of further samples; [ ] = dose if it differs, or a comment. Unless noted, calls come from the whole dose curve; as a rule, active = well fitted curve in the direction sought with a large enough effect; inconclusive = small, poorly fitted or top-dose-only effect, or another doubt; inactive = no such curve, though single readings can be large; an effect the other way counts as inactive or inconclusive. Some of the compounds tested (hit frequency here may not be typical).

SMILES	FUS suppressor	aSyn yeast inh	D3 antag	DRD3 agonist	EPAC2 agonist	EPAC2 antag	Abeta yeast res	TDP-43 yeast inh
Cc1ccsc1C(=O)Nc1ccc(F)c([N+](=O)[O-])c1	·	-3%	0	4	4%	-1%	-2%	5%
Cc1c(C(=O)NCc2ccc3c(c2)OCO3)oc2ccc(S(=O)(=O)N3CCCCCC3)cc12	39%	7%	16	2	-1%	2%	13%	16%
O=C(OCC(O)CN1CCCCC1)C12CC3CC(CC(C3)C1)C2 (stereo unspecified)	-9%	-1%	?	3	-2%	-2%	10%	3%
Cc1ccc(NCCC(=O)c2ccc(Cl)cc2)cc1C	-22%	-3%	-22	-7	-4%	4%	-13%	-23%
O=[N+]([O-])c1cccc(CSc2nnc(Cc3ccccc3)n2-c2ccc(F)cc2)c1	·	1%	-7	-10	5%	4%	21%	-9%
CC(C)(CNC(=O)CC1C(=O)NCCN1Cc1cccc(F)c1F)N1CCOCC1 (stereo unspecified)	-11%	-5%	-1	1	8%	-2%	9%	10%
COc1ccc(C2C(C(C)=O)=C(O)C(=O)N2c2ccccn2)cc1 (stereo unspecified)	33%	5%	-6	-10	5%	-3%	5%	-4%
CN(C)c1ccc(-c2nn3c(-c4ccc(Cl)cc4)nnc3s2)cc1	·	0%	13	3	-2%	-2%	5%	13%
O=C(NC1CCS(=O)(=O)C1)C1CCCCN1S(=O)(=O)c1ccc(Cl)cc1 (stereo unspecified)	3%	-6%	-10	-21	11%	8%	-1%	0%
Cc1ccc(CNC(=O)Cn2cc(C(=O)c3ccc(F)cc3)c(=O)c3ccc(C)nc32)cc1	-9%	·	·	-7	·	·	-3%	8%
COc1ccc(NC(=O)CC2C(=O)N(c3ccc(OC)cc3)C(=O)N2Cc2ccc(OC)c(OC)c2)cc1 (stereo unspecified)	-3%&47%	1%	4	-7&8	0%	3%	4%&-4%	6%&-4%
O=C(O)C1=CC(c2ccc(Br)cc2)n2ncnc2N1 (stereo unspecified)	1%	·	·	2	·	·	-10%	9%
Cc1ccc(C(=O)OCC(=O)N2CCC(C)CC2)cc1S(=O)(=O)N1CCOCC1	22%	-1%	-2	-3	12%	1%	-14%	-20%
CC(SC(=S)N(C)Cc1cccs1)C(=O)O (stereo unspecified)	-3%	0%	2	6	9%	3%	-17%	8%
CCC(C)Nc1nc2c(c(=O)n(C)c(=O)n2C)n1C (stereo unspecified)	?	-1%	-19	-18	5%	-11%	-4%	-11%
COc1cc(C2CC(=O)C=C(O)C2)cc(OC)c1OC (stereo unspecified)	?	6%	-1	-1	0%	-3%	-2%	2%
CCOc1ccccc1CNc1nc2ccccc2n1C	-27%	-1%	-11	-3	6%	3%	-2%	8%
O=C(Nc1sc2c(c1-c1nc3ccccc3[nH]1)CCCC2)C1CC1	26%	6%	20	10	-7%	9%	10%	15%
O=S(=O)(c1ccc(Cl)cc1)N1CCCC1c1nc(-c2cccc(Cl)c2)no1 (stereo unspecified)	0%	4%	22	5	11%	12%	11%	10%
COC(=O)COc1ccc(S(=O)(=O)NCc2ccco2)cc1Cl	2%	4%	7	-2	-5%	-2%	15%	14%

As entered above.
Entry of O=C(NC1CCS(=O)(=O)C1)C1CCCCN1S(=O)(=O)c1ccc(Cl)cc1 (stereo unspecified) in D3 antag: -10
Entry of O=S(=O)(c1ccc(Cl)cc1)N1CCCC1c1nc(-c2cccc(Cl)c2)no1 (stereo unspecified) in D3 antag: 22
Entry of Cc1c(C(=O)NCc2ccc3c(c2)OCO3)oc2ccc(S(=O)(=O)N3CCCCCC3)cc12 in TDP-43 yeast inh: 16%
Entry of O=C(OCC(O)CN1CCCCC1)C12CC3CC(CC(C3)C1)C2 (stereo unspecified) in aSyn yeast inh: -1%
Entry of CC(SC(=S)N(C)Cc1cccs1)C(=O)O (stereo unspecified) in EPAC2 antag: 3%

Following part:
SMILES	FUS suppressor	aSyn yeast inh	D3 antag	DRD3 agonist	EPAC2 agonist	EPAC2 antag	Abeta yeast res	TDP-43 yeast inh
COc1ccc(-c2csc(NC3OC(=O)c4ccccc43)n2)cc1 (stereo unspecified)	32%	6%	-21	-5	2%	-8%	7%	13%
N#Cc1c(N)sc2c1CCCCCC2	?	9%	3	-11	18%	-9%	-5%	-2%
CC1=C([N+](=O)[O-])C(c2ccc(Cl)cc2)NC(=O)N1 (stereo unspecified)	-10%	0%	3	1	5%	13%	9%	-16%
COc1ccc2nc(C)cc(SCC(=O)N/N=C/c3ccco3)c2c1	24%	-1%	-12	1	-2%	10%	-12%	0%
Cc1cccc(-c2noc(-c3c(C)noc3C)n2)c1	-3%	-7%	0	-6	7%	13%	-24%	0%
Cn1c2ccccc2c2cnn(CC(=O)Nc3ccc(Cl)cc3)c(=O)c21	-6%	-3%	-10	-3	5%	6%	14%	9%
Cc1nnc(Sc2nc3ccccc3o2)c2ccccc12	12%	?	-68*	-5	9%	10%	-69%[inhibitor]	14µM*
COCCN(C(=O)CCC(=O)Nc1cc(C)on1)C(C(=O)NC1CCCC1)c1ccccc1C (stereo unspecified)	-9%	0%	0	-5	-5%	9%	-1%	-9%
O/N=C/c1cn(-c2ccccc2)nn1	10%	3%	0	-1	1%	9%	1%	0%
CCCCn1c2ccccc2c2nnc(SCC(=O)Nc3ccc(NC(C)=O)cc3)nc21	-3%	·	·	-7	·	·	-24%	11%
CN1CCN(C2=NC(=O)/C(=C/c3ccccc3OS(=O)(=O)c3ccccc3)S2)CC1	12%	-1%	-28	-4	11%	-10%	-28%	-3%
CCOC(=O)c1sc(NC(=O)CSc2nc(O)c(Cc3ccccc3)c(=O)[nH]2)nc1C	12%	-1%	-3	-3	9%	-5%	3%	-7%
CC(=O)NCc1nc2ccccc2n1C(C)C	-24%	0%	24	8	7%	7%	3%	0%
CSc1ccc(S(=O)(=O)NCc2ccccc2Cl)cc1	12%	0%	-18	-32	15%	-4%	-6%	25%
COc1ccccc1CCC(=O)OCC(=O)NC1CC1	5%	-2%	9	5	5%	7%	-13%	-21%
COC(=O)c1c(C)[nH]c(C(=O)/C=C/c2ccccc2F)c1C	4%	14%	1	-1	12%	-1%	5%	27%
COc1ccccc1N(CN1C(=O)c2ccccc2C1=O)C(=O)c1cccc(C)c1	17%	17%	13	-4	-7%	0%	-13%	-10%
O=C(NC1=NCCS1)C1Cc2ccccc2CN1C(=O)c1ccccc1 (stereo unspecified)	16%	0%	4	5	6%	-1%	16%	1%
CCCCc1ncc(CN2CCC(n3nccc3NC(=O)C(OC)c3ccccc3)CC2)[nH]1 (stereo unspecified)	21%	3%	27	2	-3%	0%	20%	10%
CC(=O)Oc1ccc(C(=O)Nc2ccccc2C(=O)N2CCCCC2)cc1	22%	0%	-57*	-11	8%	7%	-6%	·
CC1(C(=O)NCc2cccnc2)CCN1C(=O)c1cccc(F)c1 (stereo unspecified)	-24%	2%	-2	4	-9%	7%	3%	16%
CN1C(=O)N(C)C2C1NC(=O)N2C (stereo unspecified)	-43%	2%	8	0	2%	-2%	-3%	0%
Cc1c(NC(=S)N2CCN(c3cccc(Cl)c3)CC2)c(=O)n(-c2ccccc2)n1C	22%	6%	-5	-17	6%	-6%	0%	0%
O=C(CCc1c[nH]c2ccccc12)Nc1ncccc1O	-22%	-12%	-3	0	-2%	4%	9%	14%
COc1ccc(-c2cc(C(=O)Oc3cccc(C)c3)c3cc(C)ccc3n2)cc1	-6%	·	·	2	·	·	-10%	21%
CN(C(=O)c1ccc(NC(=O)Cc2cccc(NC(=O)C3CCN(C(=O)CCc4ccccc4)CC3)c2)cc1)C1CCCC1	?	-3%	?	-18	15%	-15%	-12%	-4%
Cc1cnc(C(=O)OCC(=O)Nc2cccc(C)c2C)cn1	16%	-9%	-20	2	4%	1%	20%	11%
CCC(CC)C(=O)OCC(=O)Nc1cccc([N+](=O)[O-])c1	-11%	-2%	-17	-11	8%	2%	8%	14%
O=C(NCc1ccccn1)c1cc2ccccc2oc1=O	-3%	-1%	26	-2	0%	5%	15%	-9%
COCC(C)NCc1cccc(C)c1 (stereo unspecified)	-12%	0%	9	3	3%	7%	6%	-6%
CCOc1ccc(CSC(=N)N)cc1[N+](=O)[O-]	·	0%	7	-4	-1%	8%	8%	0%
CCCCCC(=O)Nc1ccc(-c2csc(C)n2)cc1	·	-5%	-18	5	-4%	-1%	-3%	-1%
O=C(NCc1ccco1)c1ccc(C(F)(F)F)cc1	0%	1%	0	9	-1%	5%	7%	-10%
COc1ccc(NC(=O)CN(C)S(=O)(=O)c2ccc3[nH]c4c(c3c2)CCCC4)cc1Cl	-5%	·	·	5	·	·	5%	0%
COc1ccc(CCNc2nc(-c3ccccn3)cs2)cc1OC	10%	0%	4	3	4%	-2%	·	28%
COc1cc(Cl)c(C)cc1NC(=O)CNC(=O)Cn1cnc2ccccc2c1=O	11%	4%	-14	3	1%	-2%	13%	-5%
Cc1nc2sc3c(=O)[nH]nnc3c2c(C)c1Br	2%	8%	3	-1	5%	-7%	-18%	18%
COc1cccc(-c2csc3nnc(SCC(=O)c4ccc(NC(C)=O)cc4)n23)c1	18%	7%	26	11	2%	0%	-3%	-21%
CN(C(=O)COC(=O)CCCN1C(=O)c2cccc3cccc(c23)C1=O)C1CCS(=O)(=O)C1 (stereo unspecified)	15%	5%	-4	3	5%	-1%	4%	-17%
O=C(O)c1c[nH]c2nccnc12	-6%	-3%	7	-3	17%	4%	-3%	-13%
CCN(CC)CCCNc1cc(C)nc2cc(-c3cccs3)nn12	24%	-3%	0	-11	4%	-3%	2%	-11%[9.22 µM]
Cc1onc(-c2c(Cl)cccc2Cl)c1C(=O)N=C(N)N1CC(C)OC(C)C1 (stereo unspecified)	21%	?	-8	-8	1%	-11%	8%	-3%

Single records (already shown). Order of screens: FUS suppressor	aSyn yeast inh	D3 antag	DRD3 agonist	EPAC2 agonist	EPAC2 antag	Abeta yeast res	TDP-43 yeast inh
CC1(C(=O)NCc2cccnc2)CCN1C(=O)c1cccc(F)c1 (stereo unspecified) across the screens: -24%	2%	-2	4	-9%	7%	3%	16%
CCC(CC)C(=O)OCC(=O)Nc1cccc([N+](=O)[O-])c1 across the screens: -11%	-2%	-17	-11	8%	2%	8%	14%
